High-throughput results from PubChem BioAssay.
PPARg SRC3 recr = agonists of human PPARgamma SRC-3 coactivator recruitment; P37231; biochemical PPARgamma/SRC-3 coactivator recruitment assay; activation, % at 8 µM; hit rate 0.26% among 200,000; in the data active means activation above about 23%;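 further: 0% = DMSO and 100% = reference agonist; some compounds past the cut are filed as inactive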
TR-FRET SRC-2 ct = counter-screen for PPARgamma SRC-2 recruitment agonists: TR-FRET artefact. hits give high values. TR-FRET ratio at 8 µM. hit rate 0.4% among 200,000; in the data active means TR-FRET ratio above about 2000; further: inactives centre near 1500
bIAP inh = blocks bovine intestinal alkaline phosphatase activity; 190,000 tested, under 10 active; inhibition, % at 20 µM; purified bovine IAP, CDP-star luminescence, 30 min;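 active means over 50% inhibition of intestinal alkaline phosphatase at 20 µM in the single-dose screen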
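System: Purified bovine intestinal alkaline phosphatase (IAP) enzyme | Input: IAP diluted 1/65,000,000 in the well | Also added: CDP-star chemiluminescent phosphatase substrate, 30 µM final | Dosing: 20 µM single dose | Times: Enzyme reaction for 30 min at room temperature | Detection: Luminescence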
TNAP inh hiacc = inhibitors of human TNAP at high phosphate acceptor concentration; P05186; purified TNAP, CDP-star luminescence, 1 M DEA; inhibition, % at 20 µM; hit rate 0.03% among 200,000; AID 1135;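 active means over 50% inhibition of tissue-nonspecific alkaline phosphatase at 20 µM in the single-dose screen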;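 further: plate controls were DMSO wells for no effect and EDTA-quenched wells as full inhibition for full effect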
Target sequence (P05186 whole entry, looked up): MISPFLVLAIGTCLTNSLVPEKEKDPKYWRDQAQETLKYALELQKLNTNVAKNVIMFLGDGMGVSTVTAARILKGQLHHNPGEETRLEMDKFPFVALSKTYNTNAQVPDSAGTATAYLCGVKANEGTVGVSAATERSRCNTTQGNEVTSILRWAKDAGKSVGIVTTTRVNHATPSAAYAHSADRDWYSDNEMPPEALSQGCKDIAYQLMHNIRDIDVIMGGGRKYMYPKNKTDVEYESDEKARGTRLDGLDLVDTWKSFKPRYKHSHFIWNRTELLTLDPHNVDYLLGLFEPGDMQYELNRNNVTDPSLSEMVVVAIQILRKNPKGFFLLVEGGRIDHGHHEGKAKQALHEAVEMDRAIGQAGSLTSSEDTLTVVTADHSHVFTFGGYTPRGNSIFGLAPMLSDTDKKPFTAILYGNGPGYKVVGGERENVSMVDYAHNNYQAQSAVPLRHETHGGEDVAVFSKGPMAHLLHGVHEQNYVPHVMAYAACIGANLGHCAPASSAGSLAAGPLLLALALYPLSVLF
bIAP activator = increases bovine intestinal alkaline phosphatase activity | AID 1016 | purified bovine IAP, CDP-star luminescence, 30 min; hits give high values; fold of DMSO-control signal, blank-subtracted | hit rate 0.17% among 200,000 | activation factor at 20 µM;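 active means activation factor of 2 or more at 20 µM, a signal rise over negative controls twice the positive control's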
Efa HMGR inh = inhibitors of class II HMG-CoA reductase from Enterococcus faecalis | purified E. faecalis HMGR, NADPH absorbance 340 nm kinetic | inhibition, % at 10 µM | hit rate 0.41% among 190,000 | AID 1066;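 active means inhibition above a set limit, the median over all tested compounds plus 3 SD, cut at about 9.5% in these data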;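 further: enzyme runs in reverse so mevalonate oxidation gives rising NADPH absorbance; 0% = complete reaction with DMSO and 100% = background rate lacking mevalonate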
TNAP inh noacc = inhibitors of human TNAP without phosphate acceptor | purified TNAP, CDP-star luminescence, 30 min | AID 1012 | inhibition, % at 20 µM | P05186 | hit rate 0.26% among 200,000;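 active means tissue-nonspecific alkaline phosphatase inhibition above about 50% at 20 µM in the single-dose screen, limit read from the data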;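 further: 0% = DMSO negative control and 100% = EDTA positive control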
PPARg SRC-1 ag = promotes SRC-1 coactivator recruitment by human PPARgamma. P37231. PPARgamma-SRC-1 coactivator recruitment biochemical assay. activation, % at 8 µM. hit rate 0.41% among 200,000. AID 631; in the data active means activation above about 19%;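 further: 0% = DMSO and 100% = reference agonist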
PPARg SRC2 recr = PPARgamma-driven SRC-2 recruitment agonism; P37231; PPARgamma LBD-SRC-2 recruitment, biochemical; activation, % at 8 µM; hit rate 0.34% among 200,000; in the data active means activation above about 22%;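 further: 0% = vehicle and 100% = reference agonist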
TNAP act hi DEA = activators of human TNAP at high phosphate acceptor concentration; purified TNAP, CDP-star luminescence, 1 M DEA, 30 min; hits give high values; 0 = EDTA background, 1 = DMSO-only activity; activation factor at 20 µM; 200,000 tested, under 10 active;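 active means activation factor at least 2 at 20 µM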
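system = human TNAP | amount = enzyme diluted 1/800 final | reagent = 100 µM CDP-star substrate | signal = luminescent substrate turnover signal | dosing = one dose, 20 µM | benchmarks = EDTA negative control, DMSO positive control | measure = activation factor | timing = 30 min reaction, room temperature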
Active calls of the source: *; / = not tested or not shown. Outcome played no part in choosing rows; about 1.6% have a hit in one of these screens.

Start of the data: the first 4 compounds, ahead of the listing:
Under each structure – PPARg SRC3 recr	TR-FRET SRC-2 ct	bIAP inh	TNAP inh hiacc	bIAP activator	Efa HMGR inh	TNAP inh noacc	PPARg SRC-1 ag	PPARg SRC2 recr	TNAP act hi DEA
- CCOc1ccc(S(=O)(=O)NCc2ccc(F)cc2)c2cccnc12
→ 2	1457	-8	0	1.1	-3	-6	12	-1	1
- O=c1oc2ccccc2cc1NCc1ccccc1O
→ 8	1584	28	0	0.7	2	-9	-3	16	1
- CCOC(=O)c1nc[nH]c1C
→ 8	1526	1	-9	1	-1	-17	-2	3	1.1
- COC(=O)c1cc(NC(=O)C2CC=CCC2C(=O)O)cc(C(=O)OC)c1 (centres undefined)
→ 9	1394	6	2	0.9	1	-8	-1	0	1

All compounds of this part (from the top)
Under each structure – PPARg SRC3 recr	TR-FRET SRC-2 ct	bIAP inh	TNAP inh hiacc	bIAP activator	Efa HMGR inh	TNAP inh noacc	PPARg SRC-1 ag	PPARg SRC2 recr	TNAP act hi DEA
- CCOc1ccc(S(=O)(=O)NCc2ccc(F)cc2)c2cccnc12
→ 2	1457	-8	0	1.1	-3	-6	12	-1	1
- O=c1oc2ccccc2cc1NCc1ccccc1O
→ 8	1584	28	0	0.7	2	-9	-3	16	1
- CCOC(=O)c1nc[nH]c1C
→ 8	1526	1	-9	1	-1	-17	-2	3	1.1
- COC(=O)c1cc(NC(=O)C2CC=CCC2C(=O)O)cc(C(=O)OC)c1 (centres undefined)
→ 9	1394	6	2	0.9	1	-8	-1	0	1
- Cc1cnc(NC(=O)CN(C)S(=O)(=O)c2ccc(Cl)cc2)s1
→ -3	1644	6	-7	0.9	0	-9	0	-2	1.1
- CCCCCC(=O)N/N=C(\C)c1ccc(N2CCCCC2)cc1
→ 4	1464	5	-7	1	-1	-4	1	3	1.1
- COc1cccc(C(=O)N2CCn3c2nc2ccccc23)c1
→ 3	1450	-4	-4	1	7	-5	0	6	1
- Cc1ccc(S(=O)(=O)N2CCCCC2C(=O)O)cc1 (centres undefined)
→ 6	1492	-23	-1	1.2	2	-9	-2	5	1
- Cc1ccc(OC(F)F)c(NC(=O)Nc2cccc(C(F)(F)F)c2)c1
→ 6	1632	28	-2	0.7	-4	-5	4	1	1
- Cc1cccc(N2CCC(N3CCN(C4CCCCC4)C(CCO)C3)CC2)c1C (centres undefined)
→ -3	1525	-13	-5	1.1	-3	-6	-6	4	1
- Cc1cc(Cl)ccc1C(=O)C1CCCN(C(=O)/C=C/c2cnn(C)c2)C1 (centres undefined)
→ 4	1487	2	-5	1	-1	-6	7	2	1.1
- c1cc2[nH]snc2c2nc(C3CC3)nc12
→ 8	1541	2	-4	1	-7	-2	8	7	1
- O=C(O)COc1ccc2c(c1)CCCC2
→ 7	1480	8	-6	0.9	-2	-14	-1	7	1.1
- CCOC(=O)Cc1csc(NC(=O)/C=C/c2cccc(Br)c2)n1
→ -4	1619	-3	1	1	-1	-4	-2	8	1
- O=C1CSC(c2c(F)cccc2Cl)N1c1cccc(F)c1 (centres undefined)
→ 11	1475	-7	-2	1.1	-3	-6	0	-5	1
- Cc1ccccc1NC1=NC(C)(C)N=C(N)N1
→ -4	1365	9	-7	0.9	-5	-9	-5	-5	1.1
- c1ccc2c(c1)Cn1c-2nc2ccccc21
→ -12	1474	13	-3	0.9	-5	-5	12	-1	1
- CC(=O)N1CCN(c2cc(N3CCCC3)c(F)cc2[N+](=O)[O-])CC1
→ 7	1679	33	23	0.7	-9	22	9	16	0.8
- Cc1ccc(CSc2nnc(-c3ccccn3)n2C)cc1
→ -4	1562	-1	-3	1	-4	-9	14	3	1
- O=C(N/N=C/c1cccc([N+](=O)[O-])c1)c1ccc(Br)cc1
→ 0	1770	2	2	1	-1	-4	2	7	1
- CN1CCn2c1nc(N1CCOCC1)nc2=O
→ 0	1624	7	1	0.9	2	4	3	2	1
- CCN(CC)c1ccc(NC(=O)c2ccco2)c(C)c1
→ 11	1547	13	-7	0.9	0	-8	-1	15	1.1
- CCCCSCc1nc2ccccn2c1Br
→ 1	1587	-2	-5	1	0	-10	4	5	1.1
- OC(CNCc1ccccc1Cl)C(F)(F)F (centres undefined)
→ 2	1647	2	-6	1	-3	-10	9	2	1.1
- CCOC(=O)C1CCCn2c1nc1sc3c(c1c2=O)CCCC3 (centres undefined)
→ 5	1493	9	-5	0.9	-6	-13	8	9	1.1
- O=C(COC(=O)c1cncc(Br)c1)NCc1ccc2c(c1)OCO2
→ -4	1659	-8	0	1.1	0	-9	0	3	1
- O=C(/C=C/c1cccc([N+](=O)[O-])c1)Nc1cccc(NC(=O)c2ccco2)c1
→ 4	1431	3	2	1	-1	0	-4	-2	1
- O=S(=O)(Nc1cccc(Oc2cnccn2)c1)c1ccc(F)cc1
→ 0	1655	2	0	1	0	-4	-1	8	1
- CCC[N+](CC#Cc1ccccc1)(CCC)CC(=O)OCC
→ -1	1542	4	0	1	-1	-9	-2	-9	1
- COc1ccc(S(=O)(=O)Nc2ccc(NC(C)=O)cc2)cc1OC
→ 10	1723	7	1	0.9	-3	-8	0	7	1
- COCC(C)NC(=O)/C(=C/c1ccccc1)c1ccccc1 (centres undefined)
→ 2	1367	-30	-4	1.3	2	-12	2	-3	1
- COc1cccc(NC(=O)C2C3CC4OC(=O)C2C4C3)c1 (centres undefined)
→ 0	1498	12	3	0.9	1	-6	6	1	1
- CNC(=O)c1c(NC(=O)c2ccc(N3C(=O)CCC3=O)cc2)sc2c1CCCC2
→ 0	1570	-1	-3	1	-4	-7	0	7	1
- CCOc1ccc(NC(=O)Cn2nnc(-c3ccccc3NC(=O)C3CC3)n2)cc1
→ 10	1481	4	-6	1	-4	-23	-2	8	1.1
- COc1ccc(-c2nc3c4ccccc4[nH]c(=O)n3n2)cc1
→ 0	1567	16	-4	0.8	-3	-11	5	13	1
- OC(CCN1CCCC1)(c1ccccc1)C1CCCCC1 (centres undefined)
→ 2	1585	11	1	0.9	-1	-3	10	2	1
- CC(C)(C)c1ccc(OCC(=O)NC2CCS(=O)(=O)C2)cc1 (centres undefined)
→ -3	1393	-3	-3	1	-3	1	2	-4	1
- COc1ccc(-c2nn(-c3ccccc3)cc2/C=C/C(=O)OCC(=O)Nc2cccc(C#N)c2)cc1
→ 1	1559	1	-1	1	-6	-4	2	7	1
- C/C(=N/NC(=O)c1ccc(Br)o1)c1ccncc1
→ -7	1321	6	-3	0.9	2	-9	3	2	1
- O=C(CCN1CCN(CCO)CC1)Nc1ccc(OCc2ccccc2)cc1
→ 2	1585	1	-4	1	-6	-2	0	3	1
- Cc1cc(C)n2nc(SCC(=O)N(C)c3ccccc3)nc2n1
→ -4	1308	10	6	0.9	-8	-1	0	-3	0.9
- Cc1cc(Cl)ccc1NC(=O)CCC(=O)N/N=C/c1cc([N+](=O)[O-])ccc1O
→ -1	1690	-6	10	1.1	-5	-25	14	5	0.9
- CS(=O)(=O)N(CC(=O)N1CCCC1)c1cc(Cl)c(Cl)cc1Cl
→ -1	1437	-10	-1	1.1	3	-4	3	3	1
- O=c1oc2cc(Br)ccc2n1CSC1=NCCS1
→ 1	1695	-1	-6	1	-2	-7	-5	11	1.1
- CCN(c1ccccc1)S(=O)(=O)c1ccc(Cl)c(C(=O)NCC2CCCO2)c1 (centres undefined)
→ -2	1422	-5	-2	1.1	-1	-7	-1	3	1
- COc1ccc(OC)c(C2=Nn3c(nnc3-c3cccc(OC(C)C)c3)SC2)c1
→ -5	1639	14	0	0.9	-1	15	-8	8	1
- COc1ccc(NS(=O)(=O)c2cccc3cccnc23)cc1
→ 13	1589	41	1	0.6	6	-2	8	17	1
- O=C1c2ccc(Br)cc2C(=O)N1c1ccc(Cc2ccncc2)cc1
→ 1	1542	2	-1	1	1	-6	7	1	1
- O=C(COC(=O)c1ccc[nH]c1=O)NC1CCCCCC1
→ -4	1578	9	-6	0.9	-18	-8	-5	3	1.1
- CN(C)C(=O)c1nnsc1Sc1ccc(Cl)cc1
→ 1	1399	-13	-5	1.1	-2	-19	3	-5	1.1
- Cc1ccn2c(NCc3ccccc3)c(-c3cccs3)nc2c1
→ 6	1703	-1	-1	1	-5	-8	13	13	1
- CCCn1c2ccccc2c2nnc(SCC(=O)Nc3ncccn3)nc21
→ -4	1438	0	1	1	-1	-6	2	-2	1
- c1ccc(-c2nnc3n2CCCC3)cc1
→ 5	1387	0	-4	1	0	-14	-1	5	1
- COC(=O)c1cccc(NC(=O)c2ccc(S(=O)(=O)N3CCN(C)CC3)cc2)c1
→ -10	1418	-4	-5	1	-6	-10	1	7	1
- Cc1cc(C)cc(NC(=O)CCN2CCCC2)c1
→ 7	1338	-3	-5	1	-4	-12	2	-5	1.1
- Cn1c(=O)c2c(nc(CN3CCN(c4cccc(Cl)c4)CC3)n2CCc2ccccc2)n(C)c1=O
→ 4	1572	/	/	/	/	/	0	4	/
- CC(C)c1nccn1S(=O)(=O)c1cccc([N+](=O)[O-])c1
→ -4	1440	10	1	0.9	-2	-8	-9	-10	1
- CCN(CC)C(=O)c1sc(NC(=O)c2ccoc2C)c(C(=O)OC)c1C
→ -2	1361	2	-4	1	-4	-8	-4	-5	1
- COCc1cc(Sc2ccc(OC)cc2)nc(-c2ccccc2)n1
→ 0	1656	4	-2	1	8	-8	2	-3	1
